GRP78 ERSR act: inducers of ER stress response in human glioma cells | AID 602332 | Potency, µM, for the others: top-dose activation, actives largely listed as activators | 0.02% of 420,000 active | U87-MG GRP78 promoter luciferase reporter, 16 h; note: potency is the fitted concentration of half-maximal effect; series mostly up to about 76 µM; % of control where 0% means no effect; nearly all actives have a fitted effect of over 35% in size
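Stably transfected U87-MG glioma cells carrying a GRP78-based luciferase sensor; 16 h compound incubation. Luminescence end-point read 10 min after Bright-Glo addition at room temperature.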
Vif-APOBEC3F blk: inhibitors of Vif-A3F interaction; HeLa A3F-eYFP + Vif (tagged APOBEC3F with the HIV-1 protein that degrades it), YFP fluorescence increase; Potency, µM (top dose mostly 46.1 µM), inactives show at the top dose activity, negative = active; 0.2% of 390,000 active; AID 602313; note: potency is the fitted concentration of half-maximal effect; % of control where 0% means no effect; nearly all actives have a fitted effect of over 65% in size
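HeLa cells stably expressing Vif plus C-terminally eYFP-tagged A3F were seeded, incubated overnight at 37 deg C, dosed with compound, incubated overnight again at 37 deg C. Yellow fluorescence (Ex 488/Em 500-530) reported blocked Vif-mediated A3F-eYFP degradation.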
12-LOX inh: blocks human arachidonate 12S-lipoxygenase; P18054; purified 12hLO, xylenol orange hydroperoxide absorbance; Potency, µM (series often up to 108 µM), for the others: at the highest dose activity change, negative = inhibition, most hits filed as inhibitors; 1.1% of 580,000 active; AID 1671190; note: potency is the fitted concentration of half-maximal effect; % is set by controls: 0 for no effect and ±100 for the full control effect
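Purified human 12hLO at 150 nM in 25 mM Hepes, 0.01% Triton X-100, pH 7.0, preincubated 15 min at room temperature with compound. Reaction started with 40 uM arachidonic acid, 30 min at room temperature. Hydroperoxide measured by Fe-xylenol orange, 573/405 nm absorbance ratio.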
RGS4 inh: blocks human RGS4-accelerated GTP hydrolysis. P49798. Transcreener GDP fluorescence polarization, RGS4-accelerated GTP hydrolysis. Potency, µM (doses to about 114 µM), without a hit: top-dose activity change, negative = inhibition, usual class: inhibitors. 0.039% of 390,000 active. AID 504845; note: potency is the fitted concentration of half-maximal effect; % is set by controls: 0 for no effect and ±100 for the full control effect; nearly all actives have a fitted effect of over 75% in size; some results filed as inactive show a strong effect at the top dose
Target sequence (P49798 whole entry, looked up): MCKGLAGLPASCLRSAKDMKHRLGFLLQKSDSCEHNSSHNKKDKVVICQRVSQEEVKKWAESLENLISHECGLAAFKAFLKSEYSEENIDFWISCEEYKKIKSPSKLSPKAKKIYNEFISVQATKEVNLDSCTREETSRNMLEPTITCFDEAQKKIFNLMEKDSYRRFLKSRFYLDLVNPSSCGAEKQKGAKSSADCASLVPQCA
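MLSMR compounds (23 nl, pin-transferred) preincubated 10 min at room temperature with a 500nM (2x) first reagent, then RGS4 at 900nM (2x) plus Transcreener GDP mix added; fluorescence polarization (620/688 nm) read before and after 90 min at 30 °C.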
Vif-A3G inh: Vif-A3G binding inhibition; Q9HC16; HeLa A3G-eYFP + Vif (tagged APOBEC3G with the HIV-1 protein that degrades it), YFP fluorescence, overnight; Potency, µM (doses to about 46.1 µM), inactives show at the top dose activity, negative = active, usual class: inhibitors; 0.076% of 410,000 active; AID 602310;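 note: potency is the fitted concentration of half-maximal effect; % is set by controls: 0 for no effect and ±100 for the full control effect; nearly all actives have a fitted effect of over 60% in size; hits raise eYFP signal because A3G escapes Vif-driven loss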
Target sequence (Q9HC16 whole entry, looked up): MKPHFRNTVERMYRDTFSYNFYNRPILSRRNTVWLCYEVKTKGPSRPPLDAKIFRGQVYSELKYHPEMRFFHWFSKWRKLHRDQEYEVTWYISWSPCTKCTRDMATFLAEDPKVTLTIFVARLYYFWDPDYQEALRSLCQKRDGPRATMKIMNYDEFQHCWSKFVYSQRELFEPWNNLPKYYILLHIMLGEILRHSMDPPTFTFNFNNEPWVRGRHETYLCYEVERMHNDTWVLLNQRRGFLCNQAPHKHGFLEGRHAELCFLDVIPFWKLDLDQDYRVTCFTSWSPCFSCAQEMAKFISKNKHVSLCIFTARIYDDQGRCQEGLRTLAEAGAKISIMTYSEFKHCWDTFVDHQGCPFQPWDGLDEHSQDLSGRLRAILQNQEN
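Read-out is eYFP fluorescence (Ex 488/Em 500-530) from Vif-expressing HeLa A3G-eYFP cells; more signal means A3G escaped Vif-mediated degradation. Cells plated overnight, compound pinned in, incubated overnight at 37 deg C.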
ERG-DNA inh: ERG Ets/DNA interaction inhibition; fluorescence polarization, His-ERG Ets domain / labelled DNA; Potency, µM (titrated, usually from 76.9 µM), for the others: at the highest dose FP activity, negative = inhibition, hits mostly inhibitors; 0.028% of 370,000 active; active = well fitted inhibition curve with a large enough effect in the polarisation, with a control signal flat; inconclusive = small, poorly fitted or top-dose-only effect, or effect the other way, or a change in a side signal; inactive = no such curve, though single readings can be large or run the other way; the % refers to the polarisation;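 note: polarization taken with two DNA probes labelled with fluorescein and Texas red; potency is the fitted concentration of half-maximal effect; % of control where 0% means no effect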
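His-tagged ERG Ets domain (1 uM in the protein solution; 300mM KCl, 50mM Tris-HCl, 1mM EDTA, 1mM DTT, pH 7.5) received compound, then a probe mix of 5 nM fluorescein-DNA and 100nM Texas-615-DNA. Fluorescence polarization was read for both dyes.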
LDHA block: inhibitors of human lactate dehydrogenase A; P00338; purified LDHA, NADH/diaphorase-resazurin fluorescence; stronger effect = lower value; activity change, % (values are at about 110 or 230 µM); 0.15% of 480,000 active; in the data active = activity change below about -30%; inconclusive = mostly about -25% to -30%;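 note: plate controls were DMSO wells for no effect and wells without enzyme for full effect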
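Human LDH5 at 2 nM final in Tris HCl pH 7.4 with 0.06 mM NADH and 0.2 mM pyruvate, reacted 5 minutes at room temperature. Remaining NADH coupled via diaphorase/resazurin; resorufin fluorescence read at 0 and 20 minutes, normalized to enzyme-free and DMSO wells.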
D2 antag: antagonizes the human D2 dopamine receptor. inhibition, % at 10 µM. 2% of 340,000 active. HEK293 TREx D2 cells, calcium flux, dopamine EC80; in the data active = inhibition above about 30%; note: 0% is about no effect
Target sequence (P14416 whole entry, looked up): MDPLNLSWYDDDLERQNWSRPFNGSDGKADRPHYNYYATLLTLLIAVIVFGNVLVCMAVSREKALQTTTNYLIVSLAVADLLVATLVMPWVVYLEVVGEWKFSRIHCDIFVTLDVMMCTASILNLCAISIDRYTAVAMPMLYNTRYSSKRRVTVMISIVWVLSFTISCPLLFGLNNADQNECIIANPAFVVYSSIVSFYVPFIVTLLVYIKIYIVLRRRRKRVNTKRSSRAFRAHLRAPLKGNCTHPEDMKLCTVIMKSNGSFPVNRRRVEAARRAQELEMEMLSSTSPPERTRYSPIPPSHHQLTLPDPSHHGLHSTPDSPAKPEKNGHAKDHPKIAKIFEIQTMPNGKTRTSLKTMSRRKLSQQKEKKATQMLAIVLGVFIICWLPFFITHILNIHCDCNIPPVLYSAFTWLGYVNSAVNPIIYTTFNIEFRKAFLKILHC
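Overnight-induced (tetracycline, 30 C) HEK293 T-REx cells carrying force-coupled D2 receive a no-wash calcium dye, then compound, then EC80 dopamine at 180 s; signals are read kinetically throughout.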
D2 ag: D2 dopamine receptor (human) agonism. 0.53% of 340,000 active. activation, % at 2 µM. HEK293 T-REx D2 cells, calcium flux agonist mode. AID 485358;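 active = activation over 3 SD above normal in the single-dose calcium agonist read, cut at about 30% in these data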; note: 0% is about no effect
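Agonism is scored from calcium flux in a force-coupled, inducible HEK293 cell line expressing D2, read kinetically for 180 s after compound addition against dopamine controls.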
* hit, by the source's call; u = inconclusive; x = not tested or not shown; & = joins results of further samples; [ ] = dose if it differs, or a comment. Unless noted, calls come from the whole dose curve; as a rule, active = well fitted curve in the direction sought with a large enough effect; inconclusive = small, poorly fitted or top-dose-only effect, or another doubt; inactive = no such curve, though single readings can be large; an effect the other way counts as inactive or inconclusive. Some of the compounds tested; rates above refer to the full screens.

SMILES | GRP78 ERSR act | Vif-APOBEC3F blk | 12-LOX inh | RGS4 inh | Vif-A3G inh | ERG-DNA inh | LDHA block | D2 antag | D2 ag
COC(=O)c1c(SCC(=O)Nc2cc(F)ccc2F)[nH]c2ccc(C)cc2c1=O | -3% | -1% | -3% | -16% | 2% | -2% | 4 | x | 0.4
O=C(Cc1cccs1)Nc1cc(S(=O)(=O)N2CCCCC2)ccc1Cl | -3% | -13% | 0% | -23% | 1% | -6% | -2 | -17 | 1.1
COCCNc1nc(SC)nc2sc3c(c12)CCN(C)C3 | 0% | 6% | 59%[activator] | 11% | 0% | 1% | 0 | 25 | 0.2
CN(C)c1ccc(-c2ccccc2)nn1 | -11% | x | u | -13% | -1% | -1% | -4 | -15 | -0.1
Cc1ccc2cc(CCNC(=O)c3ccc4c(c3)OCO4)c(=O)[nH]c2c1C | -3% | -3% | -2% | 13% | 1% | -12% | 3 | 0 | 0.0
CCOc1ccc(-n2c(=O)c3c4c(sc3n(Cc3cc(=O)n5cc(Cl)ccc5n3)c2=O)CCC4)cc1 | -2% | 0% | u | -1% | -3% | -3% | 1 | x | -0.2
c1ccc(COc2ccc(CN3CCN(c4ccccn4)CC3)cc2)cc1 | 0% | x | u | -22% | 0% | 0% | -6 | 75* | 77*
Cc1onc(-c2c(F)cccc2Cl)c1C(=O)NC1CCCCCC1 | -2% | 0% | u | -15% | 0% | 0% | -1 | -11 | 0.1
CC(C)COC(=O)N1CCN(S(=O)(=O)c2ccc3c(c2)CCC3)CC1 | -4% | -4% | 105%[activator] | -11% | -1% | 11% | -4 | 11 | 0.6
CSc1cccc(NC(=O)C2CC(=O)N(c3ccc4c(c3)OCCO4)C2)c1 (centres undefined) | 0% | -3% | 4% | x | -5% | x | -2 | x | x
O=C(Oc1c(Cl)cc(Cl)c2cccnc12)N1CCOCC1 | 0% | 0% | u | 32% | 3% | -2% | -16 | -8 | 0.2
CS(=O)(=O)N(CC(=O)NCc1ccco1)c1ccc(Cl)cc1Cl | -3% | 1% | -36% | -15% | -1% | -6% | 2 | 2 | 1.2
CCN(CC(=O)Nc1ccc(NC(C)=O)cc1)C(=O)c1cc([N+](=O)[O-])ccc1Sc1ccc(Cl)cc1 | 4% | -5% | -4% | -25% | -5% | 0% | -3 | x | x
CC1=CC(C)(C)N(S(=O)(=O)c2ccc(F)cc2)c2ccc(C)cc21 | -6% | 0% | 9% | 9% | -17% | x | 0 | -15 | -1.2
O=C(COC(=O)Cc1ccsc1)NC1CCCCCC1 | -4% | 7% | 1% | 8% | 0% | -7% | -4 | -12 | -0.2
Clc1ccc(C2=C3CCCCn4c(-c5ccccc5)c[n+](c43)C2)cc1 | -6% | -8% | -2% | 19%[11.4 µM] | -10% | 0% | 9 | 2 | 2.3
CCCc1cc2c(=O)c(-c3ccc4c(c3)OCCO4)c(C)oc2cc1OS(C)(=O)=O | -1% | -12% | u | 9% | -12% | 9% | -4 | 3 | 3.8
CN(C)c1ccnc2sc(C(=O)NCc3ccccc3)c(N)c12 | 6% | -3% | -6% | -11% | 1% | x | -6 | -5 | 0.2
CCC(=O)Nc1cccc(NC(=S)NC(=O)c2ccccc2)c1 | 3% | 1% | -28% | 1% | 1% | 6% | 2 | -5 | 0.4
CC12CCC(C(=O)Nc3ccccc3Cl)(C(Br)C1=O)C2(C)C (centres undefined) | -8% | -18% | 11% | 9% | -2% | -5% | -5 | -20 | -1.2
CCN(C(=O)CSc1ncc(S(=O)(=O)c2ccc(C)c(Cl)c2)c(=O)[nH]1)c1cccc(C)c1 | -2% | 2% | u | 15% | -2% | 0% | -2 | x | 1.3
COc1ccc(-c2nn3c(-c4ccco4)nnc3s2)cc1OC | -2% | 4% | 0% | -2%[11.4 µM] | -11% | -5% | -4 | -15 | 0.5
CC(C)N(C(=S)NCc1ccccc1)c1ccccc1 | -3% | -10% | -3% | -9% | 1% | 11% | -5 | 2 | 0.6
CC(C)c1ccc(NC(=O)C2CC(=O)Nc3nc4ccccc4n32)cc1 (centres undefined) | -4% | -7% | 5% | -5%[11.4 µM] | 1% | 2% | -5 | 2 | -0.3
COC(=O)[C@@]1(Cc2ccc(F)cc2)[C@H]2c3cc(C(=O)N(C)C)n(CCc4ccc(OC)c(Br)c4)c3C[C@H]2CN1C(=O)c1ccccc1 | -1% | 1% | -3% | 4% | 0% | 2% | -1 | 7 | 0.2
O=C(O)C(c1ccccc1)N1C(=O)/C(=C\c2ccc(O)c(O)c2)SC1=S (centres undefined) | -5% | 4% | u | -21% | -5% | 148%[activator] | 1 | 4 | 14
COc1cccc(NC(=S)N/N=C2\CC3CCC2(C)C3(C)C)c1 (centres undefined) | 11% | u | 35µM* | -20% | 1% | 3% | 1 | 1 | -0.2
CCOC(=O)Cc1csc(NC(=O)CS(=O)(=O)Cc2ccccc2)n1 | -6% | -5% | -14% | 8%[11.4 µM] | -3% | 16% | -6 | x | x
COc1ccc(-n2nc(C(=O)c3cccs3)cc(-c3nc4ccccc4[nH]3)c2=N)cc1 | -1% | -25% | 20% | 13% | 1% | 0% | -2 | 10 | 3.2
O=C(Nc1ccc2ccccc2c1)c1ccc2[nH]c(=O)c(=O)[nH]c2c1 | 5% | 9% | 0% | u | -11% | -3% | -4 | -16 | 1.4
O=C(CNS(=O)(=O)c1ccccc1)NCC(=O)N1CCCCC1 | -4% | -1% | -1% | -6% | 2% | 2% | -1 | 11 | 0.6
Cc1nc(NCCc2ccc(S(N)(=O)=O)cc2)c2c(C)c(C)sc2n1 | -4% | -7% | 0% | -7% | 0% | 4% | 2 | 19 | 0.6
Cc1cccc(C(=O)NC(=S)Nc2ccc(N3CCOCC3)cc2)c1 | 3% | 0% | 45µM* | -23% | -1% | -1% | 0 | -1 | 0.2
CCN1C[C@@H]2[C@@H]3C(=O)N(Cc4ccccc4)C(=O)[C@@H]3[C@](CC)(C1=O)N2C(=O)c1ccc(C(F)(F)F)cc1 | -1% | 7% | 1% | 10% | -1% | 1% | -3 | x | x
COc1ccc(C(=O)Nc2ccc(C(=O)OCC(=O)c3cccc4ccccc34)cc2)cc1 | 2% | 2% | -13% | -18% | -4% | -7% | -10 | 76* | 0.9
O=C(O)C1C(c2ccccc2)C(C(=O)OCCCO)C1c1ccccc1 (centres undefined) | -2% | -7% | -12% | 4% | -1% | -14% | -8 | 0 | 1.4
Cc1nc(SCC(=O)Nc2c(C)n(C)n(-c3ccccc3)c2=O)[nH]c(=O)c1Cc1ccccc1 | -1% | -2% | 21% | -3% | 1% | x | -1 | -4 | 0.8
COCCCNC(=O)CN(c1ccc(OC)cc1)S(=O)(=O)c1ccc(NC(C)=O)cc1 | -2% | 4% | -2% | -8% | -4% | 14% | -2 | 12 | 0.2
O=C(Cn1cc(C(F)(F)F)cc(Cl)c1=O)NCCc1ccc(Cl)cc1Cl | -4% | -7% | 5% | -9%[11.4 µM] | 0% | 2% | -2 | -2 | 0.2
Cc1nc(N)sc1C(=O)N/N=C/c1c[nH]c2ccccc12 | 4% | -4% | 18% | 5% | -1% | x | -4 | 20 | 0.5
COc1cccc(C(=O)NC2CCN(CC(=O)NCc3ccccc3F)CC2)c1 | -4% | 12% | -4% | 15% | 0% | -1% | -7 | 11 | -0.8
CCc1nn(CC(=O)N2CCN(c3ccc(F)cc3)CC2)c(=O)c2cc3occc3n12 | 0% | -2% | 0% | -9%[11.4 µM] | 5% | 0% | -3 | -12 | 0.0
NC(=O)COC(=O)c1ccc(Cl)c(S(=O)(=O)N2CCN(c3ccc(F)cc3)CC2)c1 | -6% | 8% | -21% | -39% | -3% | 7% | -1 | 4 | -0.1
Cc1ccc(NS(=O)(=O)c2ccc3c(c2)CCC(=O)N3)cc1C | -3%&-8% | -3% | 1%&-22% | -2% | -1%&1% | -5% | -3&2&-9 | -1 | 1.0
Clc1ccccc1CSc1nc(NCCc2ccccc2)c2ccccc2n1 | -3% | -7% | -30% | 6% | -4% | 11% | -7 | x | 0.4
CC1(C)CC(=O)C2=C(C1)OC1=C(C(=O)CC(C)(C)C1)C2c1ccccc1 | -2% | -2% | -4% | -1% | -1% | -15% | -1 | -4 | -3.5
CCOC(=O)c1ccc(NC(=O)c2nc[nH]c2C(=O)NC)cc1 | -3% | 1% | 5% | 6% | 5% | -4% | -12 | -8 | 0.3
Cc1cc(Nc2ccc(O)cc2)n2c(nc3ccccc32)c1C#N | -6% | -9% | u | 17% | 4% | 4% | -7 | -7 | 3.7
O=C(Cc1coc2cc3c(cc12)CCC3)OCC(=O)N1CCCC1=O | -14% | 5% | -3% | -8% | -6% | 12% | 3 | 5 | -0.6
CCN(CC(=O)Nc1c(F)cccc1F)C(=O)C1CC1C (centres undefined) | 0% | 3% | 0% | 4% | 1% | 3% | -2 | -1 | -1.3
Cc1ccc2nc(N(CCN(C)C)C(=O)C3=COCCO3)sc2c1 | 4% | -15% | -1% | 5% | 0% | -8% | 1 | 12 | 1.1
